# High-throughput results (PubChem)
# N370S GC: qHTS Assay for Inhibitors and Activators of N370S glucocerebrosidase as a Potential Chaperone Treatment of Gaucher Disease; 330,000 tested, 0.092% active; Potency, µM (top dose mostly 59.4 µM), inactives show at the highest dose activity change, negative = inhibition, actives largely listed as inhibitors; N370S GC spleen homogenate, 4MU-glucoside fluorescence; Lysosomal acid glucosylceramidase (Homo sapiens), P04062; AID 2101, 2009; active means well fitted inhibition curve with a large enough effect; inconclusive means small, poorly fitted or top-dose-only effect, or effect the other way, or another doubt; inactive means no such curve, though single readings can be large or run the other way;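 further: 0% = full enzyme activity and -100% = no enzyme basal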
# Starred values were filed as active, the others as inactive; ? = inconclusive; & = joins results of further samples; [ ] = another dose, or the depositor's remark. Potency means the concentration at half of the fitted maximal effect. Some of the compounds tested. The share of hits here may be higher or lower than overall.
SMILES,N370S GC
C=CC[C@@H]1C=C[C@@H](O/N=C2/C[C@@H](O)[C@@H](O)[C@@H]3[C@@H]4C(=O)N(CC)C(=O)[C@H]4CC[C@@H]23)[C@@H](CO)O1,-10%[12.8 µM]
CC(C)C[C@@H](CC(=O)N[C@@H](CCC(=O)O)CC(=O)O)NC(=O)[C@@H]1CCCC[C@H]1NC(=O)C[C@H](CCCN)NC(=O)C[C@H](CO)NC(=O)[C@@H]1CCCC[C@H]1N,-3%
O=C(NCC1CCCCC1)c1nnc(C(=O)NCC2CCCCC2)c2c1[nH]c1ccccc12,0%
CCCCC(CC)CNCC(CC)CCCC (stereo not given),2%
CC(C=O)Cc1ccc(C(C)(C)C)cc1 (stereo not given),2%
Cc1ccc(CNC(=O)[C@H]2C[C@@H]2[C@H](NP(=O)(c2ccccc2)c2ccccc2)c2ccccc2)c(F)c1F,3%
CC(C)CO/N=C1/C[C@@H](O)[C@@H](O)[C@@H]2[C@@H]3C(=O)N(C[C@@H]4CCCO4)C(=O)[C@H]3CC[C@@H]12,3%[12.8 µM]
COc1ccc(-c2nc(-c3ccccc3)c(NCc3ccccc3)o2)cc1,3%
CCOC(=O)N/N=C1/C[C@@H](O)[C@@H](O)[C@@H]2[C@H]3C(=O)N(c4ccc(F)cc4F)C(=O)[C@@H]3CC[C@H]12,-9%[12.8 µM]
COC(=O)[C@@]1(Cc2ccc(OC)cc2)[C@H]2c3cc(C(=O)N4CCCC4)n(Cc4cc(F)c(F)c(F)c4)c3C[C@H]2CN1C(=O)c1ccccc1,5%
NCCC[C@@H](CC(=O)N[C@@H]1CCCC[C@H]1C(=O)N[C@H](CC(=O)N[C@@H](CCC(=O)O)CC(=O)O)Cc1c[nH]c2ccccc12)NC(=O)C[C@H](Cc1c[nH]c2ccccc12)NC(=O)[C@@H]1CNCC[C@H]1N,-4%
CC1=C2[C@@H](O)[C@H]([C@@H](C)C(=O)NCCC(C)C)CC[C@@]2(C)C=CC1=O,-2%
CCN1CCCC1Cn1c(-c2ccccc2)nc2c(NC3CCCCC3)nc(C)nc21 (stereo not given),-14%
COc1cc2nc(N3CCN(C(=O)[C@H]4CCCO4)CC3)nc(N)c2cc1OC,?
C[C@H]1CC[C@@H]2N(C1)C[C@H]1[C@@H]3C[C@H]4[C@@H](C/C(=N\O)[C@H]5C[C@@H](O)CC[C@@]54C)[C@@H]3CC[C@H]1[C@]2(C)O,-7%
COC(=O)[C@@]1(Cc2ccccc2)[C@H]2c3cc(C(=O)N4CCCC4)n(Cc4ccc(C)o4)c3C[C@H]2CN1C(=O)c1ccccc1,-3%
C=C1CCC2[C@](C)(CO)[C@H](O)CC[C@@]2(C)[C@@H]1C/C=C1/C(=O)OC[C@H]1O (stereo not given in full),-1%
COC(=O)c1ccccc1S(=O)(=O)N1CCc2nc(COc3ccccc3)c3c(c2C1)CO[C@@H](C)C3,2%[12.8 µM]
C[C@@H]1C=CCC(=O)OC[C@H](C)C(=O)OC[C@H]2O[C@H]1C=C[C@@H]2O,-2%[12.8 µM]
CC(=O)OCC1C2CC[C@H]3C(OCc4ccc(F)cc4C(F)(F)F)OC[C@]4(C)[C@H]3C2=C(CN4C(=O)OC(C)(C)C)[C@H](C)C1COC(C)=O (stereo not given in full),-11%
CCCn1c(C)nc2c(Nc3ccccc3)nc(C)nc21,6%
CC(C)OC(=O)[C@@H]1CC[C@H](C)[C@@H](CCCC=O)O1,-6%
CO[C@@H]1COC(=O)C/C=C\[C@H](C)[C@H](OC)COC(=O)[C@H]2CCCN2C(=O)C/C=C\[C@H]1C,-16%[12.8 µM]
CC(=O)NCCc1ccc(O)c(O)c1,0%
CCN1C(=O)[C@H]2[C@H]3[C@H](O)[C@H](O)C/C(=N/O[C@@H]4O[C@H](COC(C)=O)[C@@H](OC(C)=O)[C@H](OC(C)=O)[C@H]4OC(C)=O)[C@@H]3CC[C@@H]2C1=O,3%[12.8 µM]
O=S(=O)(CCc1ccccc1)c1nc2ccccc2s1,8%
Cc1nc(NC2CCCCC2)c2nc(-c3ccccc3)n(CCCN3CCOCC3)c2n1,-23%
CCCCCCCc1cc2c(cn1)=C(OC)C(C)(OC(C)=O)C(=O)C=2Cl (stereo not given),0%
COC(=O)C1=C(C(=O)OC)[C@@H]2N(C)c3ccccc3[C@@]23C[C@@H](C(=O)OC)N(S(=O)(=O)c2cccs2)C3=N1,0%[12.8 µM]
COC(=O)[C@@]1(Cc2ccc(F)cc2)[C@H]2c3cc(C(=O)N4CCCC4)n(CCF)c3C[C@H]2CN1C(=O)c1ccccc1,5%
C[C@@H](C(=O)Nc1ccc2ccccc2c1)[C@@H]1C[C@@]1(C)[C@@H](NS(=O)(=O)c1ccc(-c2ccccc2)cc1)c1ccccc1,-15%
CC1CCN(c2nc3ccccc3nc2N2CCC(C)CC2)CC1,-9%
CC1CCC(C(C)[C@H]2CCC3C4CC(=O)C5C[C@@H](O)CC[C@]5(C)C4CC[C@@]32C)=NC1 (stereo not given in full),0%
COC(=O)CCCCCN1C(=O)NC(CC2CC2)C(C(=O)OCc2ccccc2)=C1C (stereo not given),-1%
COC(=O)C1=C(C(=O)OC)[C@@H]2N(Cc3ccccc3)c3ccccc3[C@@]23C[C@@H](C(=O)OC)N(S(=O)(=O)c2ccc4c(c2)OCCN4C)C3=N1,10%[12.8 µM]
C#CCOC(=O)NC(/C=C/CCCC)c1ccccc1 (stereo not given),1%
COC(=O)C(C(=O)OC)[C@@H]1O[C@@]23COC=C[C@]2(C)[C@H]3c2ccccc21,6%
Oc1ccccc1,-2%
COC(=O)[C@@]1(Cc2ccc(F)cc2)[C@H]2c3cc(C(=O)N4CCCC4)n(Cc4ccc(C)o4)c3C[C@H]2CN1C(=O)c1ccccc1,-10%
O=C(O)c1ccccc1Cl,-3%
Cc1ccccc1Nc1oc(-c2ccccc2)nc1-c1cccs1,1%
CO[C@H]1COC(=O)[C@H]2CCCN2C(=O)[C@@H](C)COC(=O)C/C=C\[C@@H]1C,13%[12.8 µM]
C1CCC2OC2C1 (stereo not given),4%
C=CCOC[C@@H]1CN2[C@H](c3ccc(Br)cc3)[C@@H](C)CC[C@H]2C(=O)O1,2%
C=CC[C@](C)(Nc1ccc(OC)cc1)C(=O)OCC,-6%
C=C1CC[C@@H]2O[C@@]2(C)CC[C@H]2[C@H]1CC2(C)C,-2%
C[C@@H](O)C#C[Si](C)(C)c1ccccc1,-5%
Cc1ccc(S(=O)(=O)N[C@H]2COC(=O)[C@@H](Cc3ccccc3)NC(=O)[C@@H](C)COC(=O)C/C=C\[C@@H]2C)cc1,-2%&-23%[12.8 µM]
CO[C@@H]1c2cc(F)ccc2/C(=C\CCOC(=O)C/C=C/c2ccccc2)[C@H]1C,-3%
COC(=O)C1=C(C(=O)OC)[C@@H]2N(C)c3ccccc3[C@@]23C[C@@H](C(=O)OC)N(S(=O)(=O)c2ccc(C#N)cc2)C3=N1,5%[12.8 µM]
COC(=O)C1=C(C(=O)OC)[C@@H]2N(C)c3ccccc3[C@@]23C[C@@H](C(=O)OC)N(S(=O)(=O)c2ccc(C(F)(F)F)cc2)C3=N1,-1%[12.8 µM]
COc1ccc2c(c1)C(=O)[C@H](OC(=O)NS(=O)(=O)c1ccc(C)cc1)[C@@H](c1ccc(OC)c(Br)c1)O2,-4%
CCOc1ccccc1-c1nnc2n1N=C(c1cc(OC)cc(OC)c1)CS2,-3%
CCC1=C2CC[C@H]3C(=O)NC(=O)[C@H]3[C@H]2[C@@]2(Cc3ccccc3)C(=NCc3ccccc3)OC(=O)N2C1=O,-2%
C=CCCCCCC,5%
COC(=O)C1=C(C(=O)OC)[C@@H]2N(Cc3ccccc3)c3ccccc3[C@@]23C[C@@H](C(=O)OC)N(C(=O)c2ccco2)C3=N1,0%[12.8 µM]
COCCN(CCOC)c1nc(C)nc2c1nc(-c1ccccc1)n2CCN(C)C,-9%
COC(=O)[C@@]1(Cc2ccc(F)cc2)[C@H]2c3cc(C(=O)N4CCCC4)n(CCc4ccc(OC)c(Br)c4)c3C[C@H]2CN1C(=O)c1ccccc1,-9%
Cc1cn([C@H]2C[C@@H](N=[N+]=[N-])[C@@H](CO)O2)c(=O)[nH]c1=O,1%
COc1cccc(C2=Nn3c(nnc3-c3ccc(OC)c(OC)c3)SC2)c1,0%

# Given with bars between the fields: entries from further up.
SMILES | N370S GC
C[C@@H]1C=CCC(=O)OC[C@H](C)C(=O)OC[C@H]2O[C@H]1C=C[C@@H]2O | -2%[12.8 µM]
CC(=O)OCC1C2CC[C@H]3C(OCc4ccc(F)cc4C(F)(F)F)OC[C@]4(C)[C@H]3C2=C(CN4C(=O)OC(C)(C)C)[C@H](C)C1COC(C)=O (stereo not given in full) | -11%
CCCn1c(C)nc2c(Nc3ccccc3)nc(C)nc21 | 6%
CC(C)OC(=O)[C@@H]1CC[C@H](C)[C@@H](CCCC=O)O1 | -6%
CO[C@@H]1COC(=O)C/C=C\[C@H](C)[C@H](OC)COC(=O)[C@H]2CCCN2C(=O)C/C=C\[C@H]1C | -16%[12.8 µM]
CC(=O)NCCc1ccc(O)c(O)c1 | 0%
CCN1C(=O)[C@H]2[C@H]3[C@H](O)[C@H](O)C/C(=N/O[C@@H]4O[C@H](COC(C)=O)[C@@H](OC(C)=O)[C@H](OC(C)=O)[C@H]4OC(C)=O)[C@@H]3CC[C@@H]2C1=O | 3%[12.8 µM]
O=S(=O)(CCc1ccccc1)c1nc2ccccc2s1 | 8%
Cc1nc(NC2CCCCC2)c2nc(-c3ccccc3)n(CCCN3CCOCC3)c2n1 | -23%
CCCCCCCc1cc2c(cn1)=C(OC)C(C)(OC(C)=O)C(=O)C=2Cl (stereo not given) | 0%
COC(=O)C1=C(C(=O)OC)[C@@H]2N(C)c3ccccc3[C@@]23C[C@@H](C(=O)OC)N(S(=O)(=O)c2cccs2)C3=N1 | 0%[12.8 µM]
COC(=O)[C@@]1(Cc2ccc(F)cc2)[C@H]2c3cc(C(=O)N4CCCC4)n(CCF)c3C[C@H]2CN1C(=O)c1ccccc1 | 5%
C[C@@H](C(=O)Nc1ccc2ccccc2c1)[C@@H]1C[C@@]1(C)[C@@H](NS(=O)(=O)c1ccc(-c2ccccc2)cc1)c1ccccc1 | -15%

# The results go on:
SMILES,N370S GC
COC(=O)[C@@H]1C[C@H]1[C@@H](NC(=O)c1cc(C)nn1C)c1ccccc1,13%
C[C@H](O/N=C1/[C@H]2O[C@@H]2[C@@H](O)[C@H]2[C@H]1CCn1c(=O)n(-c3ccccc3)c(=O)n12)c1cn([C@H](CO)Cc2ccccc2)nn1,-1%&17%[12.8 µM]
O=C1C2=CC[C@H]3C(=O)N(C4CCCCC4)C(=O)[C@@H]3[C@@H]2[C@H](O)[C@@H]2O[C@H]12,1%[12.8 µM]
CC(C)c1ccccc1S(=O)(=O)c1cc(N)c2ncccc2c1[N+](=O)[O-],0%
COc1ccc(C(=O)Nc2ccccc2)cc1[N+](=O)[O-],-7%
CS(=O)(=O)c1ccc(CNC(=O)[C@@H]2C[C@H]2[C@@H](NP(=O)(c2ccccc2)c2ccccc2)c2ccccc2)cc1,2%
CCCCC[C@H](O)/C=C/[C@@H]1[C@@H](CC(=O)CCC(=O)O)[C@@H](O)C[C@H]1O,1%
CCCC[C@@H]1C[C@H]1C(NC(=O)c1ccccc1)c1ccc(C(F)(F)F)cc1 (stereo not given in full),11%
COC(=O)[C@@]1(C)C=C[C@@H](Cc2ccccc2)N1C(C)=O,-6%
COC(=O)NC(c1ccccc1)[C@@]1(C(=O)OC)CCCC1=O (stereo not given in full),-6%[12.8 µM]
CC[C@H](C)N(C)C(=O)c1cc2ccccc2c(-c2ccccc2Cl)n1,15%
CO[C@@H]1COC(=O)[C@H](C)NC(=O)[C@@H](C)COC(=O)[C@H](C)NC(=O)C/C=C\[C@H]1C,5%[12.8 µM]
O=S(=O)(Cc1ccccc1)c1nnnn1-c1ccccc1,-8%
COc1ccc(-c2nnc3n2N=C(c2c(OC)cccc2OC)CS3)cc1,-4%
Cc1cc2nc3c(=O)[nH]c(=O)nc-3n(C[C@H](O)[C@H](O)[C@H](O)CO)c2cc1C,2%
COC(=O)[C@@H](NC(=O)O[C@@H]1C(=O)c2cc(OC)ccc2O[C@H]1c1ccc(OC)c(Br)c1)C(C)C,-5%
CCCCc1nc2c(c3c1C[C@H](C)OC3)CN(S(=O)(=O)c1ccc(Cl)c3nonc13)CC2,-4%[12.8 µM]
C[C@H]1Cc2c(-c3ccccc3)nc3c(c2CO1)CN(C(=O)c1cccnc1)CC3,-8%[12.8 µM]
COC(=O)[C@@]1(Cc2ccc(OC)cc2)[C@H]2c3cc(C(=O)N4CCCC4)n(C[C@H](O)CO)c3C[C@H]2CN1C(=O)c1ccccc1,-4%
C#CCCCC(=O)Nc1ccccc1,-5%
CC1CCC2=C1C[C@H](C(C)(C)O)CC[C@@H]2C (stereo not given in full),3%
CCC1=C2CC[C@H]3C(=O)N(C)C(=O)[C@H]3[C@H]2[C@@]2(C)C(=NCc3ccccc3)OC(=O)N2C1=O,-9%
COc1cc(OC)cc(-c2nnc3n2N=C(c2ccc(OC)c(OC)c2)CS3)c1,-4%
CC(C)C[C@@H](CC(=O)N[C@@H](CCCN)CC(=O)N[C@@H]1CCNC[C@H]1C(=O)N[C@H](CC(=O)N[C@@H](CCC(=O)O)CC(=O)O)Cc1c[nH]c2ccccc12)NC(=O)[C@@H]1CCCC[C@H]1N,-6%
COC(=O)[C@@H]1CC[C@H](C)[C@@H](c2ccc(C)cc2)N1C(=O)c1ccc(/C=N\O[C@@H](C)CN2CCCCc3nc(C)c(C)cc32)cc1,-8%[12.8 µM]
FC(F)(F)c1cc(NC(=S)NC23CC4CC(CC(C4)C2)C3)cc(C(F)(F)F)c1,11%
C=C[C@@H](C1=CC(=O)C(OC)=C(OC)C1=O)c1ccccc1,-17%
CO[C@H]1COC(=O)[C@H](C)COC(=O)[C@@H](Cc2ccccc2)NC(=O)C/C=C\[C@H]1C,3%[12.8 µM]
COc1cc2cc3c4c(cc(OC)c(OC)c4c2cc1OC)CCN3C,13%
CC(=O)OC[C@H]1O[C@@H](ON=C(C)C)[C@H](OC(C)=O)[C@@H](OC(C)=O)[C@H]1OC(C)=O,8%[12.8 µM]
CC(=O)OC(C)C,-2%
